GPR35 antagonists = GPR35 antagonists blocking zaprinast-driven arrestin recruitment, primary screen, imaging, U2OS, beta-arrestin-GFP, zaprinast agonist (AID 2058); 290,000 compounds, 0.052% hits; one-dose inhibition, % at 10 µM; IC50 in µM for titrated hits; U2OS GPR35 beta-arrestin-GFP translocation imaging, zaprinast antagonism; higher % means a stronger effect;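 active = inhibition of at least 50% with at least 30 cells and total cytoplasm GFP at most 10,000,000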
UTI89 phage lysis = inhibition of K1F phage lysis, E. coli UTI89, bacterial capsule biogenesis inhibitors, alamar blue (AID 488966) | 340,000 compounds, 0.02% hits | inhibition, % at 100 µM, or IC50 in µM where a hit was titrated | E. coli UTI89 K1F phage lysis, alamar blue, 2 h; higher % means a stronger effect;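 active = phage lysis inhibition, versus mean bacterial control, above a set limit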;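 note: capsule biogenesis inhibitors block K1F phage lysis so surviving cells raise fluorescence; higher fluorescence means more inhibition of phage lysis; actives were called in the ten point dose series up to 300 µM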
GPR55 beta-arrestin = GPR55 agonists via beta-arrestin recruitment, primary screen, imaging, U2OS cells, beta-arrestin-GFP redistribution (AID 1961) | 290,000 compounds, 0.048% hits | one-dose activation, % at 10 µM; EC50 in µM for titrated hits | U2OS GPR55 beta-arrestin-GFP redistribution imaging; higher % means a stronger effect | G-protein coupled receptor 55 (Homo sapiens);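 active = activation above 40% with more than 50 cells counted in the well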;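 note: U2OS osteosarcoma cells stably expressing GPR55 and beta-arrestin-GFP; plate controls were DMSO negative control for no effect and LPI positive control for full effect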
HIV fusion peptide = inhibitors of HIV fusion peptide binding, primary screen, biochemical, uHTS, fluorescence dequenching (AID 1986); inhibition, % at 20 µM; hits with a dose series show IC50 in µM; cell-free peptide binding, fluorescence dequenching, 30 min; higher % means a stronger effect; 290,000 compounds, 0.3% hits; in the data active = inhibition mostly above about 52%, no sharp cut-off; inactive = mostly below about 76%; note: some results filed as inactive read as strong as hits
Dengue-2 NS5 capping = Dengue-2 NS5 methyltransferase inhibitors, primary screen, biochemical, confirmation dose response (AID 588689); 340,000 compounds, 0.3% hits; inhibition, % at 25 µM; hits with a dose series show IC50 in µM; Dengue-2 NS5 methyltransferase capping enzyme assay, biochemical; higher % means a stronger effect; Genome polyprotein (Dengue virus type 2 (strain 16681-PDK53)); in the data active = a potency from the dose series
NTR1 ag = agonists of NTR1, primary screen, imaging, U2OS cells, beta-arrestin-GFP, high content (AID 493036) | Neurotensin receptor type 1 (Homo sapiens), P30989 | NTR1-U2OS beta-arrestin-GFP spot imaging, agonist mode | activation, % at 20 µM | 330,000 compounds, 0.17% hits;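 active = activation at or above 40% of the spot to cytoplasm intensity ratio, with at least 20 cells analyzed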;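 note: 0% = DMSO without peptide and 100% = 100 nM NTR1 peptide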
Target sequence (P30989 whole entry, looked up): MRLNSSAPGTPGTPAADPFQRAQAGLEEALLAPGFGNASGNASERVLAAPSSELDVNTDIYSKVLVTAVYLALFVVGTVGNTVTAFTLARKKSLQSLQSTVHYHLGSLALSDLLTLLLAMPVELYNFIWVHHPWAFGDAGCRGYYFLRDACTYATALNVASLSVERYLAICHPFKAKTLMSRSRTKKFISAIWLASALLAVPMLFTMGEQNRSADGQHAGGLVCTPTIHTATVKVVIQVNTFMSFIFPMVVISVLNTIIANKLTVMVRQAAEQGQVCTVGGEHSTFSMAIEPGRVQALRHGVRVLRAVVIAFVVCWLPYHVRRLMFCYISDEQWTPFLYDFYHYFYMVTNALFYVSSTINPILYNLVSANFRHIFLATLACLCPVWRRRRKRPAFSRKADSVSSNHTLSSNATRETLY
SIAH1 antagonists = Siah-1 peptide-binding antagonists, primary screen, biochemical, fluorescence polarization, rhodamine-plectin, uHTS (AID 1817); Siah-1 / rhodamine-plectin peptide fluorescence polarization; higher % means a stronger effect; displacement, % at 20 µM, or IC50 in µM where a hit was titrated; 290,000 compounds, 0.02% hits;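 active = displacement of at least 50% at 20 µM, with a fluorescence ratio check between 0.3 and a set limit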;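 note: plate controls were Siah plus tracer with DMSO for no effect and tracer alone without Siah for full effect; strong numbers were not always called active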
AID2073 = inhibitors of Mint1-CaV2.2 protein interaction, biochemical, HTRF (AID 2073). Voltage-dependent N-type calcium channel subunit alpha-1B (Homo sapiens). 290,000 compounds, 0.19% hits. inhibition, % at 20 µM, or IC50 in µM where a hit was titrated. HTRF protein-protein interaction, Mint1-CaV2.2; higher % means a stronger effect; in the data active = inhibition mostly above about 51%, no sharp cut-off; note: some results filed as inactive read as strong as hits
GPR55 antagonists = GPR55 antagonists blocking LPI-driven arrestin recruitment, primary screen, imaging, U2OS, beta-arrestin-GFP, LPI agonist (AID 2013). G-protein coupled receptor 55 (Homo sapiens). U2OS GPR55 beta-arrestin-GFP translocation imaging, LPI antagonism; higher % means a stronger effect. inhibition, % at 10 µM, or IC50 in µM where a hit was titrated. 290,000 compounds, 0.13% hits;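 active = spots per cell inhibited over 60%, with over 100 cells counted and total cytoplasm intensity under 500,000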;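 note: U2OS cells stably carrying GPR55 and arrestin-GFP stimulated by 5 µM LPI near EC80; imaged beta-arrestin-GFP aggregate spots per cell after agonist stimulation; plate controls were LPI-stimulated DMSO wells for no effect and DMSO wells without LPI for full effect; some results filed as inactive read as strong as hits; confirmed hits need IC50 under 10 µM and bright autofluorescent wells are also inconclusive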
NTR1 ag cell count 20 µM = second read-out of NTR1 ag, no call of its own (marks repeat the call); cell count; measured here: cell count, cytotoxicity flag
Dengue-2 NS5 capping pilot replicate = further read-out of Dengue-2 NS5 capping, marked with its call; inhibition, %; measured here: pilot screen replicate inhibition
* = called active by the depositor; / = not tested or not shown; [ ] = dose if it differs, or a comment.

SMILES | GPR35 antagonists | UTI89 phage lysis | GPR55 beta-arrestin | HIV fusion peptide | Dengue-2 NS5 capping | NTR1 ag | NTR1 ag cell count 20 µM | SIAH1 antagonists | AID2073 | GPR55 antagonists | others
CSCC[C@H](NC(=O)COc1ccc(Cl)cc1)C(=O)N1CCC2(CC1)NCCc1[nH]cnc12 | 12% | 0.0% | 0.1% | 1.5% | 0% | 1.8 | 58 | 3% | -3% | 12%
CS(=O)(=O)N(Cc1ccccc1)c1ccc(C(=O)N2CCN(c3cccc(Cl)c3)CC2)cc1 | -23% | -1.0% | -0.2% | -3.8% | 2% | 1.6 | 78 | 1% | 0% | 12%
CC(C)NS(=O)(=O)c1ccc(OCC(=O)N2CCc3ccccc3C2)cc1 | 32% | -0.1% | 0.2% | -0.6% | 1% | 0.0 | 35 | -6% | -2% | 3%
COc1cccc(CNCc2cccc(Br)c2)c1OC | 1% | -1.6% | 0.7% | 1.7% | -4% | -0.3 | 32 | 4% | -3% | 4%
Cc1ccc(/C=N/NC(=O)CNC(=O)COc2ccc(Cl)cc2)o1 | -5% | -0.3% | -0.3% | 1.6% | -2% | 0.5 | 43 | 1% | 6% | 6%
O=C(Nc1cc(C(F)(F)F)ccc1N1CCOCC1)c1ccc(Cl)nc1 | -1% | 0.9% | -0.1% | -2.5% | 3% | 1.8 | 37 | -3% | 4% | 4%
NC(=O)Cc1ccc2sc(-c3ccccc3)nc2c1 | -5% | -0.3% | -0.4% | -4.0% | -20% | / | / | 1% | 2% | 2%
Cc1c(C(=O)N2CCCCC2)c(S(=O)(=O)Nc2ccc(F)cc2F)c(C)n1C | -3% | 0.1% | -0.3% | -0.7% | 1% | -0.9 | 61 | -9% | -2% | 6%
Cc1cc(F)ccc1N1CCC(N2CCN(C)C(CCO)C2)CC1 (stereo unspecified) | -6% | 0.3% | -0.2% | 0.4% | -3% | 1.7 | 56 | -6% | 5% | -3%
CCOC(=O)c1ccc(NC(=O)N2CCN(Cc3ccccc3)CC2)cc1 | 0% | 0.2% | 0.6% | -2.0% | -4% | 0.0 | 64 | -6% | -14% | 12%
O=C(OCn1nnc2ccccc2c1=O)C1=COCCO1 | -15% | -0.3% | 0.6% | 0.9% | 0% | 0.7 | 72 | -2% | 2% | 5%
O=C(/C=C/c1cccc(Cl)c1)NCCc1ccccc1 | -7% | 2.2% | 0.1% | -0.5% | 7% | -2.0 | 46 | 0% | 6% | 7%
COc1ccc(/C=C2\Sc3ccc(C(=O)N4CCc5ccccc5C4)cc3N(C)C2=O)cc1 | -13% | / | -0.2% | -2.4% | / | -1.3 | 57 | 9% | 2% | 5%
CC(C)Oc1ccc(C(=O)O)c(C(=O)O)c1 | 18% | 1.2% | -0.1% | -2.5% | -5% | -0.5 | 56 | -3% | -35% | -10%
Cc1nc2ccc(NC(=O)N3CCOCC3)cc2s1 | 0% | 0.7% | -0.1% | 0.0% | 3% | -3.5 | 54 | 0% | -3% | -6%
CC1=C(C(=O)NCc2ccccn2)C2(CCC(C)CC2)OC1=O (stereo unspecified) | 14% | 0.6% | -0.3% | 0.3% | 1% | -0.9 | 96 | 1% | -3% | -6%
COc1ccc2nc(SCC(=O)NCc3ccc4c(c3)OCO4)[nH]c2c1 | -9% | 0.3% | 0.0% | 1.3% | 1% | 2.5 | 32 | 2% | 3% | -2%
CC(=O)c1cccc(NC(=O)CCCSc2ccccc2)c1 | 7% | -0.4% | / | -1.2% | 2% | 0.2 | 45 | -2% | 8% | -8%
N=c1n(CCN2CCCCC2)c2ccccc2n1CC(=O)c1ccc(Cl)c(Cl)c1 | 3% | / | -0.1% | -1.3% | / | 8.8 | 64 | -4% | 25% | 11%
COCc1cc(C)nc(OCC(=O)N/N=C/c2ccccc2)c1C#N | -19% | 1.4% | -0.6% | -2.0% | -2% | -1.2 | 87 | -2% | -3% | 10%
O=C(COC(=O)c1ccc(Br)cc1)NCCC1=CCCCC1 | -11% | 0.1% | 0.1% | -1.4% | -6% | 0.2 | 55 | 2% | -2% | -4%
COC(=O)c1ccc2c(=O)n(-c3ccccc3F)c(=S)[nH]c2c1 | -11% | 0.1% | -0.4% | 2.1% | -5% | 4.6 | 54 | 0% | -22% | 1%
Cc1ncc(CO)c2cc(C(=O)Nc3ccccc3Cl)c(=Nc3cccc(C(N)=O)c3)oc12 | -13% | -0.1% | 0.0% | 0.1% | -5% | 11 | 95 | 11% | 29% | 17%
COC(C[C@H](O)C[C@@H](O)COCc1ccccc1)OC | 0% | 0.6% | -0.1% | 2.2% | 13% | 1.6 | 82 | 10% | 8% | -8%
O=C(Nc1nnc(-c2ccccc2)s1)c1cc(S(=O)(=O)N2CCOCC2)c(Cl)cc1Cl | -2% | 3.3% | 0.0% | -2.1% | -1% | 1.7 | 52 | -1% | 17% | -6%
O=C(Nc1ccc(Cl)cc1)Nc1ccccc1C(=O)NCc1ccco1 | 6% | 0.3% | -0.1% | 0.2% | -6% | 0.9 | 60 | 0% | 16% | 15%
COc1ccc(Cl)cc1NC(=S)NCc1ccco1 | 1% | 0.6% | -0.2% | -2.8% | -3% | 0.8 | 95 | 4% | -24% | 0% | Dengue-2 NS5 capping pilot replicate=0.5
Cc1ccccc1NC(=O)CSc1n[nH]c(-c2ccccn2)n1 | -5% | -0.1%[50 µM] | 0.2% | -0.2% | -3% | 2.3 | 61 | -4% | 16% | 1%
Cc1cc(-c2nc(C)c(C(=O)NNS(=O)(=O)c3ccccc3)s2)no1 | 4% | / | -0.2% | -3.1% | / | 0.9 | 62 | 2% | -6% | 0%
O=C(CN1C(=O)C(=O)c2ccccc21)c1ccc(Cl)cc1 | -5% | 0.2% | -0.2% | 1.1% | / | 0.7 | 65 | 16% | -1% | 8%

Six successive records out of the list so far:
SMILES | GPR35 antagonists | UTI89 phage lysis | GPR55 beta-arrestin | HIV fusion peptide | Dengue-2 NS5 capping | NTR1 ag | NTR1 ag cell count 20 µM | SIAH1 antagonists | AID2073 | GPR55 antagonists | others
Cc1ncc(CO)c2cc(C(=O)Nc3ccccc3Cl)c(=Nc3cccc(C(N)=O)c3)oc12 | -13% | -0.1% | 0.0% | 0.1% | -5% | 11 | 95 | 11% | 29% | 17%
COC(C[C@H](O)C[C@@H](O)COCc1ccccc1)OC | 0% | 0.6% | -0.1% | 2.2% | 13% | 1.6 | 82 | 10% | 8% | -8%
O=C(Nc1nnc(-c2ccccc2)s1)c1cc(S(=O)(=O)N2CCOCC2)c(Cl)cc1Cl | -2% | 3.3% | 0.0% | -2.1% | -1% | 1.7 | 52 | -1% | 17% | -6%
O=C(Nc1ccc(Cl)cc1)Nc1ccccc1C(=O)NCc1ccco1 | 6% | 0.3% | -0.1% | 0.2% | -6% | 0.9 | 60 | 0% | 16% | 15%
COc1ccc(Cl)cc1NC(=S)NCc1ccco1 | 1% | 0.6% | -0.2% | -2.8% | -3% | 0.8 | 95 | 4% | -24% | 0% | Dengue-2 NS5 capping pilot replicate=0.5
Cc1ccccc1NC(=O)CSc1n[nH]c(-c2ccccn2)n1 | -5% | -0.1%[50 µM] | 0.2% | -0.2% | -3% | 2.3 | 61 | -4% | 16% | 1%

Other compounds:
SMILES | GPR35 antagonists | UTI89 phage lysis | GPR55 beta-arrestin | HIV fusion peptide | Dengue-2 NS5 capping | NTR1 ag | NTR1 ag cell count 20 µM | SIAH1 antagonists | AID2073 | GPR55 antagonists | others
CN1CCN(c2ccccc2NC(=O)Cc2ccc(Cl)cc2)CC1 | 6% | 11% | -0.1% | 1.6% | -3% | 0.4 | 70 | 4% | -7% | 15%
Cc1cc(C)nc(SCc2nnc(SCc3ccc([N+](=O)[O-])cc3)n2Cc2ccco2)n1 | -2% | 3.1% | 0.0% | 0.8% | -3% | 0.2 | 48 | 7% | -18% | 10%
COc1ccc(C2C3=C(CC(C)(C)CC3=O)Oc3ncn(CC(C)C)c(=N)c32)cc1 (stereo unspecified) | 2% | 2.5% | -0.1% | -1.3% | -2% | 1.7 | 31 | -4% | -4% | -5%
CCCS(=O)(=O)N1CCC(C(=O)c2cccc(C(F)(F)F)c2)CC1 | 0% | 0.6% | -0.1% | -3.1% | -11% | 1.6 | 54 | 2% | -7% | -1%
CCCNC(=O)N1CCC(Cc2ccccc2)CC1 | 6% | 1.2% | 0.0% | -1.2% | -8% | 1.5 | 55 | -1% | -3% | 4%
COc1cc(NC(=O)CN2C(=O)NC(c3ccccc3)(c3ccccc3)C2=O)c(C)cc1[N+](=O)[O-] | -7% | 3.5% | 0.8% | 1.9% | 1% | 1.0 | 54 | 3% | -5% | 5%
Cc1ccc(/C=C/C(=O)c2ccc(C)cc2)cc1 | -5% | 0.1% | -0.1% | 1.6% | -12% | 1.8 | 84 | 3% | 8% | 2%
Cc1ccc(S(=O)(=O)Nc2c(C)n(C)n(-c3ccccc3)c2=O)cc1C(=O)OC(C)C(=O)N(C)c1ccccc1 (stereo unspecified) | -1% | -0.2% | 0.2% | 0.4% | 0% | -1.1 | 59 | 3% | 5% | 18%
O=C(Oc1cc2oc(=O)c3c(c2cc1Cl)CCCC3)c1ccco1 | -4% | 0.3% | 0.5% | 0.4% | -6% | 2.8 | 67 | 8% | 14% | 5%
Cc1ccc(/C=N/NC(=O)Cc2cccn2C)cc1 | 17% | -0.7% | 0.3% | 1.1% | -3% | 0.2 | 49 | 4% | 12% | -1%
COc1ccccc1/C=C\C=N\NC(=O)c1ccco1 | -4% | -0.6% | 0.2% | -2.1% | -3% | 1.2 | 46 | 11% | 1% | 13%
Cc1noc(C)c1S(=O)(=O)N1CCCC(C(=O)N2CCC(C)CC2)C1 (stereo unspecified) | -5% | 0.0% | 0.0% | -4.0% | 6% | -1.6 | 82 | 0% | 0% | 14%
c1ccc(-c2nnc(-c3ccncc3)o2)cc1 | -6% | 4.9% | -0.1% | 56% | -3% | 5.9 | 57 | 1% | 13% | 14%
O=C1COc2ccc(S(=O)(=O)CCC(=O)N3CCN(c4cccc(Cl)c4)CC3)cc2N1 | 3% | 0.0% | -0.2% | 0.8% | 7% | -0.6 | 79 | 0% | -3% | 8%
COc1ccc(CNC(=S)N/N=C(/C)c2ccccc2)cc1 | -2% | / | -0.2% | 0.6% | / | 4.0 | 42 | 4% | 26% | -6%
C=CCc1cccc(/C=N/NC(=O)c2ccc3nc[nH]c3c2)c1O | 8% | 1.9% | -0.2% | 0.4% | -11% | 1.2 | 54 | -2% | 7% | -9%

From PubChem BioAssay
